Tb PYK inh: blocks Trypanosoma brucei pyruvate kinase. Potency, µM (series often up to 76.8 µM), inactives show at the top dose activity, negative = inhibition, hits mostly inhibitors. Q57TT1. 410,000 tested, 0.12% active. TbPYK enzyme, Kinase-Glo Plus ATP luminescence, 45 min; note: nearly all actives have a fitted effect of over 50% in size
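Luminescence from Kinase-Glo Plus, added after a 45-minute room-temperature reaction, served as the end-point read-out. The enzyme and substrate were preincubated with compound before ADP (130 uM final) initiated turnover. Concentration-effect curves came from normalized qHTS data.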
Sm TGR block: S. mansoni TGR enzyme inhibition; Q962Y6; purified TGR, DTNB reduction, TNB absorbance 405 nm; Potency, µM (doses to about 114 µM), for inactives: top-dose activity change, negative = inhibition, usual class: inhibitors; 360,000 tested, 3% active; AID 485364; note: nearly all actives have a fitted effect of over 60% in size
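First, TGR (20 nM dispensed) and NADPH were mixed with compound. Second, a 15 min room-temperature incubation followed. Third, further NADPH and then DTNB were added to start the reaction. Finally, TNB absorbance was monitored kinetically.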
* hit, by the source's call; u = inconclusive; [ ] = dose if it differs, or a comment. Calls come from the whole dose curve; as a rule, active = well fitted curve in the direction sought with a large enough effect; inconclusive = small, poorly fitted or top-dose-only effect, or another doubt; inactive = no such curve, though single readings can be large; an effect the other way counts as inactive or inconclusive. % is set by controls: 0 for no effect and ±100 for the full control effect; potency is the fitted concentration of half-maximal effect. Not all compounds are listed, so the mix of outcomes need not match the whole.

Start of the data: the first two entries, to show the layout:
| smiles | Tb PYK inh | Sm TGR block |
| --- | --- | --- |
| CCc1ccccc1NC(=O)N1CCC2(CC1)Oc1ccccc1C(=O)N2Cc1ccccc1F | -6% | 6% |
| COCCCNC(=O)c1ccc2c(c1)N(Cc1ccccc1)C(=O)c1ccccc1S2 | -4% | 3% |

The whole of this part, from the start:
| smiles | Tb PYK inh | Sm TGR block |
| --- | --- | --- |
| CCc1ccccc1NC(=O)N1CCC2(CC1)Oc1ccccc1C(=O)N2Cc1ccccc1F | -6% | 6% |
| COCCCNC(=O)c1ccc2c(c1)N(Cc1ccccc1)C(=O)c1ccccc1S2 | -4% | 3% |
| CCOC(=O)C1=C(CN(CC)Cc2ccccc2)NC(=O)NC1c1ccc(OC)cc1 (stereo unspecified) | -8% | -6% |
| O=C(COc1ccc(Cl)cc1)NCCc1csc(-c2ccc(F)cc2)n1 | 0% | 7% |
| O=C(Cn1c(=O)c2ccccc2n2nncc12)Nc1cccc(F)c1 | 4% | -3% |
| O=C(CN1C(=O)C2(SCC(=O)N2c2cccc(Cl)c2)c2ccccc21)NC1CCCCC1 (stereo unspecified) | -1% | 3% |
| Cc1cccc(N(C)C(=O)Cn2c(=O)oc3cc(S(=O)(=O)N4CCCCC4)ccc32)c1 | -4% | -6% |
| Cc1cc2nc(-c3ccc(Cl)cc3)cc(C(F)(F)F)n2n1 | -4% | -7% |
| O=C(NCCCc1nc2ccccc2n1Cc1ccc(Cl)cc1)c1ccco1 | 3% | 4% |
| Cc1cc(C)cc(N2C(=O)CSC23C(=O)N(CC(=O)NC2CCCCC2)c2ccccc23)c1 (stereo unspecified) | 2% | -7% |
| Cc1ccc(C)c(C(=O)CSc2nc3cc(C(=O)NC4CCCC4)ccc3c(=O)n2CC2CCCO2)c1 (stereo unspecified) | -2% | 1% |
| CCOc1ccc(CCNC(=O)c2ccc(C)c(-n3cnc4cccnc43)c2)cc1 | -2%[15.4 µM] | -2% |
| O=C(CCCCn1c(=O)[nH]c2ccsc2c1=O)N1CCN(c2cccc(Cl)c2)CC1 | -6% | -1% |
| COc1ccccc1Cc1nc2ccccc2nc1SCC(=O)Nc1ccc2c(c1)OCO2 | 4% | -3% |
| O=C(Nc1cccc(F)c1)c1ccc2c(c1)N(Cc1ccccc1)C(=O)c1ccccc1S2(=O)=O | 4% | 1% |
| COc1ccccc1NC(=O)C(=O)NCC(c1cccnc1)N1CCc2ccccc2C1 (stereo unspecified) | -5% | 0% |
| Fc1ccc(Nc2nc(-c3cccc(Cl)c3)c3c(n2)-c2ccccc2OC3)cc1 | -4% | 6% |
| CN(Cc1ccccc1)c1nnc(NC(=O)Nc2cccc(Br)c2)s1 | -1% | -9% |
| CCOC(=O)c1c(C)oc2nc(C)nc(Nc3cccc(OC)c3)c12 | 2% | 15% |
| COc1cc(OC)cc(C(=O)Nc2cccc(-c3cn4ccsc4n3)c2)c1 | 4% | 2% |
| Cc1ccc(C(=O)c2oc3ccccc3c2NC(=O)COc2ccccc2C)cc1 | -14% | 18% |
| CCN(C(=O)Cc1nc(-c2ccc(OC)cc2)no1)c1cccc(Cl)c1 | -2% | 10% |
| Cc1ccc(S(=O)(=O)c2nc(-c3ccccc3F)oc2N2CCCCC2)cc1 | 2% | 45µM* |
| COc1ccc(C)cc1NC(=O)CC1NCCNC1=O (stereo unspecified) | -1% | 1% |

Part of the list above, with values under each structure.
Values run as follows: Tb PYK inh	Sm TGR block
COc1ccccc1Cc1nc2ccccc2nc1SCC(=O)Nc1ccc2c(c1)OCO2
  4%	-3%
O=C(Nc1cccc(F)c1)c1ccc2c(c1)N(Cc1ccccc1)C(=O)c1ccccc1S2(=O)=O
  4%	1%
COc1ccccc1NC(=O)C(=O)NCC(c1cccnc1)N1CCc2ccccc2C1 (stereo unspecified)
  -5%	0%

Carrying on.
| smiles | Tb PYK inh | Sm TGR block |
| --- | --- | --- |
| CCc1ccccc1NC(=O)Nc1cc(C(=O)NCc2ccc(C(C)C)cc2)ccc1N1CCCC1 | 0% | 2% |
| COC(=O)c1cccc(NC(=O)C2CCN(S(=O)(=O)Cc3ccccc3)CC2)c1C | -5% | 2% |
| CCOCCc1nn2c(=O)cc(COC(=O)c3cccc(C)c3)nc2s1 | 0% | -1% |
| CCOc1ccc(N2CC(NC(=O)C3CC3)CC2=O)cc1 (stereo unspecified) | -6% | 2% |
| Cc1ccc(NC(=O)CSC2=Nc3ccccc3C3=NC(Cc4ccccc4)C(=O)N23)cc1C (stereo unspecified) | 1% | 3% |
| CCCCN(CCCNC(=O)c1cc(Nc2ccc(OC)cc2OC)nc2ccccc12)Cc1ccccc1 | 2% | 13% |
| COc1cccc(Cn2c(CNS(=O)(=O)c3ccc4c(c3)CCCC4)nc3cccnc32)c1 | -1% | -2% |
| CCC(O)c1cc2c(cc1NC(=O)c1ccccc1F)OCCO2 (stereo unspecified) | 8% | -1% |
| CCOC(=O)c1sc(N2C(=O)c3oc4ccc(F)cc4c(=O)c3C2c2cccc(OC)c2)nc1C (stereo unspecified) | 4% | 0% |
| CCOc1ccc(NC(=O)CCS(=O)(=O)c2cccc3nonc23)cc1 | 1% | 0% |
| Cc1ccc(N2CC(c3nnc(NC(=O)c4ccco4)s3)CC2=O)cc1C (stereo unspecified) | 2% | -1% |
| CCCOc1ccc(C2C(=O)N(C3CCCCCC3)CC(=O)N2Cc2ccc(OC)cc2)cc1OC (stereo unspecified) | -4% | -1% |

Molecules from the list above containing an aryl thioether with sulfur outside any ring, in the order listed:
| smiles | Tb PYK inh | Sm TGR block |
| --- | --- | --- |
| Cc1ccc(C)c(C(=O)CSc2nc3cc(C(=O)NC4CCCC4)ccc3c(=O)n2CC2CCCO2)c1 (stereo unspecified) | -2% | 1% |
| COc1ccccc1Cc1nc2ccccc2nc1SCC(=O)Nc1ccc2c(c1)OCO2 | 4% | -3% |

Next section.
| smiles | Tb PYK inh | Sm TGR block |
| --- | --- | --- |
| CCCC(=O)N(c1ccc2oc3c(c2c1)CCCC3)S(=O)(=O)c1cc(C)ccc1C | 4% | 7% |
| COc1ccccc1CNC(=O)CN(C)c1nn2c(=O)cc(C)nc2s1 | 1% | -2% |
| Cc1cccc(C)c1NC(=O)c1oc2ccc3c(c2c1C)C(=O)CC(C)(C)O3 | -2% | -4% |
| COc1ccc(-c2ccnc3c(-c4ccc(F)cc4)c(C)nn23)cc1OC | -5% | -5% |
| COc1ccc(NC(=O)c2oc3ccc(S(=O)(=O)N(C)C4CCCCC4)cc3c2C)cc1 | 6% | 10% |
| Cc1ccc(C)c(NC(=O)CSc2c(C)cnc3c2c(=O)n(C)c(=O)n3C)c1 | -2% | 1% |
| Cc1cccc(N2CCN(c3nc4ccccc4c4nc(-c5ccccc5)nn34)CC2)c1C | 3% | -1% |
| CCCn1c(=O)c2sccc2n2c(CCCC(=O)NC3CCCCC3)nnc12 | 1% | 5% |
| O=C(CSc1cn(CC(=O)N2CCCC2)c2ccccc12)Nc1cc(C(F)(F)F)ccc1Cl | -7% | -4% |
| CCCC(CCC)C(=O)Nc1cccc(-c2cn3cccnc3n2)c1 | 3% | 6% |
| Cc1c(Cl)cccc1NC(=O)CSc1nc(=O)n(Cc2ccccn2)c2c1CCC2 | -8% | 13% |
| COc1ccccc1CNCCSc1nnnn1C | 2% | 1% |
| CCSc1nc2sc3c(c2c(=O)n1-c1ccc(C)c(Cl)c1)CCN(C(C)=O)C3 | -8% | u |
| COc1ccc(OC)c(C2NC(=O)NC(C)=C2C(=O)Nc2cc(C)cc(C)c2)c1 (stereo unspecified) | 3% | -5% |
| O=C(CCC1N=C2c3ccccc3N=C(SCc3ccccc3F)N2C1=O)NCCc1ccccc1 (stereo unspecified) | -1% | 14% |
| Cc1ccc(NC(=O)CC2Oc3ccccc3NC2=O)cc1C (stereo unspecified) | 2% | 0% |
| CCOc1ccc(NCc2cccn2-c2nnc(N3CCC(C(=O)NCCc4ccc(OCC)c(OCC)c4)CC3)s2)cc1 | -8% | 3% |
| CC(C)(C)C1CCc2c(sc(NC(=O)CCC(=O)O)c2C(=O)Nc2ccccc2C(F)(F)F)C1 (stereo unspecified) | -7% | -1% |
| CCC1CCCCN1C(=O)Cn1c(=O)n(CC2CCC(C(=O)NC)CC2)c(=O)c2sccc21 (stereo unspecified) | 3% | 1% |
| Cc1ccccc1NC(=O)c1c(NC(=O)c2cccs2)sc2c1CCC(C)C2 (stereo unspecified) | 11% | -3% |
| Cc1cccc(Cn2c(CNS(=O)(=O)c3ccc(C(C)C)cc3)nc3cccnc32)c1 | -2% | 3% |
| COc1cccc(CN2C(=O)c3ccccc3Sc3ccc(C(=O)NCc4ccccc4)cc32)c1 | -4% | 16% |
| CCc1ccc(CNC(=O)C2COc3ccc(OC)cc3C2)cc1 (stereo unspecified) | 1% | -1% |
| CC(C)CCN(Cc1ccco1)C(=O)c1cc2c(s1)-c1ccccc1OC2 | 5% | -2% |
| COc1ccccc1NC(=O)c1oc2ccccc2c1NC(=O)c1ccccc1C(F)(F)F | -3% | -21% |
| Cc1cc(F)ccc1NC(=O)C1CCN(C(=O)c2cnn(-c3ccccc3)c2-n2cccc2)CC1 | 4% | 8% |
| COc1ccccc1NC(=O)CSC1=Nc2ccccc2C2=NC(CCC(=O)NCc3ccco3)C(=O)N12 (stereo unspecified) | 5% | -15% |
| O=C(NCCc1ccc(F)cc1)C(=O)NCC(c1ccc2c(c1)OCO2)N1CCOCC1 (stereo unspecified) | -6% | 2% |
| CCS(=O)(=O)NCCc1sc2nc(-c3ccc(OC)cc3)nn2c1C | 2% | -10% |
| Cc1ccc(C(=O)CSc2nc(-c3ccccc3)nc3c2CCCC3)cc1 | -3% | 1% |
| CC(C)Cn1c(=O)c2sccc2n2c(CCCC(=O)NCCc3ccccc3)nnc12 | 0% | -9% |
| O=C(Cn1nc(-c2ccc(Cl)cc2)c2ccccc2c1=O)Nc1cccc(Br)c1 | 1% | -1% |
| Cc1ccc(CCNC(=O)c2ccc(CNS(=O)(=O)c3ccccc3)cc2)cc1 | 7% | -1% |
| CCOCCCNC(=O)c1cnc2sc(N3CCCCCC3)nn2c1=O | 5% | 4% |
| CC1=C(C(=O)Nc2ccc(C)cc2C)C(c2cccs2)n2nc(SCc3ccc(Cl)cc3)nc2N1 (stereo unspecified) | -5% | -10% |
| CCOC(=O)c1ccc(N2C(=O)c3n[nH]c(-c4cccs4)c3C2c2ccc(C(C)C)cc2)cc1 (stereo unspecified) | 5% | 2% |
| COc1cccc(N2CCN(C(=O)c3ccc(Cn4c(=O)[nH]c5cc(OC)c(OC)cc5c4=O)cc3)CC2)c1 | 4% | 0% |
| Cc1ccc(-n2cnc3cc(C(=O)NCc4ccc(F)cc4)ccc32)c(C)c1 | 0% | 4% |
| COc1ccc(CNC(=O)c2sc3nc4n(c(=O)c3c2C)CCCCC4)cc1 | -27% | 8.9µM* |
| CN(C)c1ncc(C(=O)NCc2ccc(Cl)cc2)cn1 | 1% | 1% |
| COc1ccc(CNC(=O)CN(c2cc(C(F)(F)F)ccc2Cl)S(C)(=O)=O)cc1 | -3% | -1% |
| CCOCCCNC(=O)c1c[nH]c2ccc(S(=O)(=O)Nc3cccc(Cl)c3C)cc2c1=O | 1% | -12% |
| CC1CCCN(c2csc3ccccc3c2=O)C1 (stereo unspecified) | 5% | 19% |
| Cc1ccc(CSCCNC(=O)CN(c2cccc(C)c2C)S(=O)(=O)c2ccccc2)cc1 | 2% | 7% |
| O=C(NCC(c1cccs1)S(=O)(=O)c1cccs1)c1ccccc1 (stereo unspecified) | 8% | u |
| O=C(NCCc1ccccc1)c1ccc2c(c1)nc1n2CCOC1 | 1% | -3% |
| COC(=O)c1nnn(CC(=O)Nc2cc(F)ccc2F)c1C(=O)OC | 6% | 4% |
| COc1ccc(C(=O)c2cn(Cc3ccccc3)c3ccccc3c2=O)cc1OC | 1% | 11% |
| Cc1cc(C)cc(NC(=O)C2CCN(C(=O)c3cnn(-c4ccccc4)c3-n3cccc3)CC2)c1 | -4% | 3% |
| CC(=O)N1CCc2cc(S(=O)(=O)NC(Cc3ccccc3)C(=O)Nc3ccc(Cl)cc3)ccc21 (stereo unspecified) | -13% | 4% |
| Cc1ccc(-c2nnc(Nc3ccc(S(N)(=O)=O)cc3)c3ccccc23)cc1S(=O)(=O)N1CCCCC1 | -1% | 5% |
| Cc1ccc(CO)cc1Nc1ncnc2onc(-c3ccc(F)cc3)c12 | 2% | 2% |
| COc1ccc(Cl)cc1NC(=O)CSc1nc(=O)n(Cc2ccco2)c2c1CCC2 | -10% | -8% |
| COc1ccc(NC(=O)C2CCN(S(=O)(=O)c3ccc4c(c3)CCCC(=O)N4)CC2)c(OC)c1 | -9% | -10% |
| CN(C(=O)CSc1nc(C2CCCC2)nc2c1c(=O)n(C)c(=O)n2C)c1ccccc1 | 1% | 4% |
| Cc1cccc(Cc2cnc(NC(=O)c3ccc4c(c3)CC(c3ccccc3)OC4=O)s2)c1 (stereo unspecified) | -1% | -2% |
| COc1cccc(CNC(=O)c2ccc3c(c2)nnn3C2CCCC2)c1 | -3% | 6% |
| Cc1ccc(Nc2nnc(-c3ccc(C)c(S(=O)(=O)N4CCOCC4)c3)c3ccccc23)cc1 | -7% | -13% |
| Cc1nc2ncnn2c(C)c1CCC(=O)NCc1ccccc1Cl | -1% | 2% |
| COc1ccccc1/C=C/c1nc(C#N)c(NCCc2ccccc2)o1 | 1% | -8% |
| COc1ccc2c(CNCc3ccc(Cl)cc3)c(C(=O)O)n(Cc3ccccc3C)c2c1 | 4% | -7% |
